Yfh1-depleted yeast = enhancers of respiration in Yfh1-depleted yeast, dose response, Friedreich's ataxia, plus single-dose screen (AID 1465); 0.074% of 220,000 active; S. cerevisiae Yfh1-off respiration, WST-1 reduction, 72 h; higher fold induction means a stronger effect; one-dose fold induction at 50 µM; EC50 in µM for titrated hits;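 active means fold induction of absorbance versus untreated yeast above a set limit, then at least 30% activation at any dose in follow-up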;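 further: activators that raise dye reduction in frataxin-depleted yeast; strong numbers were not always called active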
MT stabilizer = stabilizes microtubules in HeLa cells. HeLa tubulin immunostaining HCS, 24 h; share of cells brighter than vehicle mean+2SD. % tubulin-high responders, % at 10 µM. 0.83% of 200,000 active;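 active means plate Z-score above 3 for both tubulin-high and condensed-nucleus cell shares, with cell loss under 80%, at 10 µM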;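 further: anti alpha tubulin signal scored within the nucleus-defined area of each cell; some results filed as inactive read as strong as hits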
b-catenin transl = modulators of beta-catenin nuclear translocation. HeLa beta-catenin nuclear translocation, immunofluorescence imaging. nuclear translocation activity, % at 5 µM. 0.3% of 190,000 active. AID 1665;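 active means nuclear translocation activity above 50% at 5 µM, with a well cell count of 50 or more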;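 further: per-cell ratio of nuclear to cytoplasmic median beta-catenin stain intensity; plate controls were DMSO negative control for no effect and GSK-3 inhibitor IX positive control for full effect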
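Test system: HeLa cells, endogenous beta-catenin; Compound: single 5 µM dose plus 0.02–20 µM confirmation series; Times: compound exposure 24 h at 37°C; Signal: fluorescence imaging of beta-catenin antibody stain plus DAPI; Read-out: % activation, nuclear-to-cytoplasmic median beta-catenin signal ratio per cell.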
HEK293 NOD2/NF-kB = inhibition of NOD2-driven NF-kB reporter – cell-based, luminescence, uHTS, HEK293 (AID 1566); HEK293 NOD2/NF-kB luciferase reporter, luminescence; higher % means a stronger effect; inhibition, % at 4 µM; hits with a dose series show EC50 in µM; 0.63% of 290,000 active; in the data active means inhibition above about 50%; further: many of its hits are not listed in these tables
Dynein transport = dynein cargo transport inhibition | 3617.4 mouse cells, GR-EGFP nuclear translocation imaging; test concentration mostly 20 µM; stimulated with dexamethasone, 1 µM; stronger effect = lower value | z-score, hits read low | 0.47% of 220,000 active;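 active means plate z-score of nuclear minus cytoplasmic receptor signal below a set negative limit, without overly bright fluorescence or cell loss, cut at about -3.5 in these data, passing the limit was not always enough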;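 further: z-score of nuclear minus cytoplasmic ring GR-EGFP intensity difference per well; some compounds called inactive have numbers as strong as hits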
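medium = tetracycline-free induction medium containing charcoal-stripped FBS | probe or stimulus = dexamethasone, 1.0 µM final | timing = 48 h induction, then 1 h compound, then 30 min agonist, 37 °C | detection = automated 10x imaging of fixed Hoechst-stained cells | read-out basis = nuclear versus cytoplasmic GR-EGFP signal, averaged per well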
Insulin prom up = MIN6 insulin promoter up-regulation. MIN6 insulin promoter-GFP reporter, high-content imaging; stronger effect = higher value. z-score at 5 µM. 0.3% of 190,000 active. AID 1625;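 active means z-score above 3 at 5 µM with at least 500 cells counted in the well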
Autophagy HCS = autophagy modulation, high-content screen; MEF GFP-LC3 puncta imaging; test concentration mostly 10 µM; calls only at 10 µM (by protocol); 0.98% of 190,000 active; AID 463193;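 active means percentage of spot-positive cells more than 3 SD above its plate mean, without a fluorescence outlier flag or 80% toxicity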;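 further: spot-positive cell cutoff set from DMSO-treated cells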
Hep lipid drop = modulators of hepatic lipid droplet formation | inhibition, % at 6.5 µM | 0.4% of 240,000 active | AML12 mouse hepatocytes, oleate lipid droplets, BODIPY imaging;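 active means lipid droplet intensity inhibited by at least 50%, with more than 500 cells counted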
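Test system: AML12 mouse liver cells; schedule: overnight exposure; technique: high-content imaging of BODIPY-stained droplets and DAPI nuclei; read-out: % inhibition of corrected integrated BODIPY droplet signal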
WT yeast gro inh = growth inhibition of WT yeast, mitochondrial fusion screen; mitochondrial fusion phenotypic screen, WT strain; inhibition, % at 10 µM; 2.1% of 190,000 active; in the data active means inhibition above about 58%; tested in S. cerevisiae
WT yeast gro inh mutant strain = recorded beside WT yeast gro inh, whose call it bears; inhibition, %; mitochondrial fusion phenotypic screen, mutant strain inhibition
Dynein transport cytoplasmic EGFP = further read-out of Dynein transport, marked with its call; z-score; measured here: cytoplasmic GR-EGFP intensity; stronger effect = higher value
Dynein transport nuclear GR-EGFP = further read-out of Dynein transport, marked with its call; z-score; measured here: nuclear GR-EGFP intensity;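 lower value marks the stronger effect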
Dynein transport cell count = recorded beside Dynein transport, whose call it bears; z-score; measured here: cell count per field
Insulin prom up cell count = second read-out of Insulin prom up, no call of its own (marks repeat the call); cell count; measured here: cytotoxicity, nuclei count;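 total cells summed across four imaged fields per well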
Hep lipid drop cells 6.5 µM = also measured in Hep lipid drop; calls as there; cell count; measured here: cell count, cytotoxicity flag;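 cells counted across two imaged fields per well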
b-catenin transl cell count 5 µM = second read-out of b-catenin transl, no call of its own (marks repeat the call); cell count; measured here: cell count, cytotoxicity flag
MT stabilizer Hoechst-high % = also measured in MT stabilizer; calls as there; % Hoechst-high responders; measured here: nuclear condensation Hoechst responders;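 share of cells brighter than vehicle mean plus two SD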
MT stabilizer cytotoxicity % = further read-out of MT stabilizer, marked with its call; toxicity, %; measured here: cytotoxicity by cell density;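 0% = mean cell density of plate MIN control wells and 100% = no cells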
Autophagy HCS cell loss 18 h = further read-out of Autophagy HCS, marked with its call; toxicity, %; measured here: cell loss, nuclei count;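 cell loss after 18 h compound exposure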
The depositor's hits bear a star. Some of the compounds tested (hit frequency here may not be typical).

CCn1nnc(-c2ccccc2NS(=O)(=O)c2ccc(S(=O)(=O)N(C)C3CCCCC3)cc2)n1 was read as Yfh1-depleted yeast inactive, MT stabilizer 1.4, HEK293 NOD2/NF-kB 2.9%, Dynein transport -0.289, Autophagy HCS inactive, Hep lipid drop 5.9, WT yeast gro inh 11.9, WT yeast gro inh mutant strain 2.9, Dynein transport cytoplasmic EGFP 0.225, Dynein transport nuclear GR-EGFP -0.0462, Dynein transport cell count 0.474, Hep lipid drop cells 6.5 µM 748, MT stabilizer Hoechst-high % 1.2, MT stabilizer cytotoxicity % 17.1 and Autophagy HCS cell loss 18 h 10.2.
Screening FC(F)(F)c1cc(-c2ccccc2)nc(NCc2cccnc2)n1 returned Yfh1-depleted yeast inactive, MT stabilizer 3.2, b-catenin transl 1.3, HEK293 NOD2/NF-kB 2.6%, Dynein transport -0.138, Insulin prom up -0.56, Autophagy HCS inactive, WT yeast gro inh 9.4, WT yeast gro inh mutant strain 0.6, Dynein transport cytoplasmic EGFP -0.236, Dynein transport nuclear GR-EGFP -0.908, Dynein transport cell count 0.00156, Insulin prom up cell count 1617, b-catenin transl cell count 5 µM 1351, MT stabilizer Hoechst-high % 2.0, MT stabilizer cytotoxicity % 8.2 and Autophagy HCS cell loss 18 h -1.0.
COc1cccc(OC)c1C(=O)NC(=S)Nc1ccc(S(=O)(=O)Nc2nccs2)cc1 was read as Yfh1-depleted yeast inactive, MT stabilizer 1.2, b-catenin transl -0.1, HEK293 NOD2/NF-kB -8.9%, Dynein transport 1.55, Insulin prom up 0.1, Autophagy HCS inactive, Hep lipid drop 5.0, WT yeast gro inh 12.8, WT yeast gro inh mutant strain 15.6, Dynein transport cytoplasmic EGFP -0.0404, Dynein transport nuclear GR-EGFP 1.46, Dynein transport cell count -1.8, Insulin prom up cell count 1492, Hep lipid drop cells 6.5 µM 657, b-catenin transl cell count 5 µM 972, MT stabilizer Hoechst-high % 1.1, MT stabilizer cytotoxicity % 0.3 and Autophagy HCS cell loss 18 h 3.2.
Screening COCC(=O)Oc1c(S(=O)(=O)c2ccc(C)cc2)c(C)nn1-c1ccccc1 returned Yfh1-depleted yeast inactive, MT stabilizer 5.2, b-catenin transl 0.4, HEK293 NOD2/NF-kB 0.5%, Dynein transport 0.934, Insulin prom up 0.65, Autophagy HCS inactive, WT yeast gro inh 10.8, WT yeast gro inh mutant strain -10.0, Dynein transport cytoplasmic EGFP -0.0608, Dynein transport nuclear GR-EGFP 0.202, Dynein transport cell count 0.524, Insulin prom up cell count 1678, b-catenin transl cell count 5 µM 1384, MT stabilizer Hoechst-high % 2.5, MT stabilizer cytotoxicity % 11.6 and Autophagy HCS cell loss 18 h -27.7.
`COc1ccc(NC(=S)NCC(O)c2ccccc2)c(OC)c1` (stereo not drawn) gave Yfh1-depleted yeast inactive, MT stabilizer 2.9, b-catenin transl -1.7, HEK293 NOD2/NF-kB 6.8%, Dynein transport 0.218, Insulin prom up 0.5, Autophagy HCS inactive, Hep lipid drop -14.9, WT yeast gro inh 4.5, WT yeast gro inh mutant strain 4.0, Dynein transport cytoplasmic EGFP 0.04, Dynein transport nuclear GR-EGFP 0.273, Dynein transport cell count 0.17, Insulin prom up cell count 1372, Hep lipid drop cells 6.5 µM 651, b-catenin transl cell count 5 µM 966, MT stabilizer Hoechst-high % 2.4, MT stabilizer cytotoxicity % 5.8 and Autophagy HCS cell loss 18 h 8.2.
C[N+]1(CCC(=O)c2ccccc2)CCCCC1 was read as Yfh1-depleted yeast inactive, MT stabilizer 3.7, b-catenin transl -2.1, HEK293 NOD2/NF-kB 2.6%, Dynein transport -0.112, Insulin prom up 0.48, Autophagy HCS inactive, Hep lipid drop 3.3, WT yeast gro inh -11.9, WT yeast gro inh mutant strain -18.4, Dynein transport cytoplasmic EGFP -0.28, Dynein transport nuclear GR-EGFP 0.46, Dynein transport cell count 0.46, Insulin prom up cell count 1154, Hep lipid drop cells 6.5 µM 749, b-catenin transl cell count 5 µM 546, MT stabilizer Hoechst-high % 2.1, MT stabilizer cytotoxicity % 10.9 and Autophagy HCS cell loss 18 h 14.9.
Cc1onc(-c2ccccc2)c1C(=O)NC(=S)NNC(=O)c1cc(-c2ccc(F)cc2)n[nH]1 was read as b-catenin transl 0.3, HEK293 NOD2/NF-kB 6.5%, Dynein transport 0.474, Hep lipid drop 11.0, Dynein transport cytoplasmic EGFP -0.27, Dynein transport nuclear GR-EGFP 0.756, Dynein transport cell count 0.102, Hep lipid drop cells 6.5 µM 693 and b-catenin transl cell count 5 µM 1281.
Screening C=CCN(CC=C)C(=O)C[n+]1ccc(C(N)=O)cc1 returned Yfh1-depleted yeast inactive, b-catenin transl 0.3, HEK293 NOD2/NF-kB 13.9%, Dynein transport -0.784, Insulin prom up 0.33, Hep lipid drop 0.8, Dynein transport cytoplasmic EGFP -0.239, Dynein transport nuclear GR-EGFP -0.35, Dynein transport cell count 0.452, Insulin prom up cell count 945, Hep lipid drop cells 6.5 µM 698 and b-catenin transl cell count 5 µM 1284.
COc1ccc(-c2nnc(SCC(=O)OC3CCCCC3)o2)cc1OC was read as Yfh1-depleted yeast inactive, MT stabilizer 4.1, b-catenin transl -3.4, HEK293 NOD2/NF-kB -4.5%, Dynein transport -0.0913, Insulin prom up 0.48, Autophagy HCS inactive, WT yeast gro inh 33.6, WT yeast gro inh mutant strain -21.4, Dynein transport cytoplasmic EGFP -0.226, Dynein transport nuclear GR-EGFP 0.0401, Dynein transport cell count 0.155, Insulin prom up cell count 1280, b-catenin transl cell count 5 µM 828, MT stabilizer Hoechst-high % 3.5, MT stabilizer cytotoxicity % 7.2 and Autophagy HCS cell loss 18 h 5.1.
For C(=N\Nc1nc2ccccc2s1)/c1ccco1 the results were Yfh1-depleted yeast inactive, MT stabilizer 3.3, b-catenin transl 2.7, HEK293 NOD2/NF-kB -262.7%, Dynein transport -0.766, Insulin prom up -0.29, Autophagy HCS inactive, WT yeast gro inh 13.6, WT yeast gro inh mutant strain 2.4, Dynein transport cytoplasmic EGFP -0.217, Dynein transport nuclear GR-EGFP 0.21, Dynein transport cell count 0.352, Insulin prom up cell count 1436, b-catenin transl cell count 5 µM 1463, MT stabilizer Hoechst-high % 1.8, MT stabilizer cytotoxicity % 9.1 and Autophagy HCS cell loss 18 h 4.1.
O=C(CCn1ccc([N+](=O)[O-])n1)NC1CCCCCC1 was read as Yfh1-depleted yeast inactive, MT stabilizer 2.2, b-catenin transl -2.3, HEK293 NOD2/NF-kB -4.8%, Dynein transport 1.07, Insulin prom up -0.37, Autophagy HCS inactive, Hep lipid drop -2.4, WT yeast gro inh 5.4, WT yeast gro inh mutant strain 10.1, Dynein transport cytoplasmic EGFP -0.163, Dynein transport nuclear GR-EGFP 0.668, Dynein transport cell count -1.77, Insulin prom up cell count 1224, Hep lipid drop cells 6.5 µM 621, b-catenin transl cell count 5 µM 538, MT stabilizer Hoechst-high % 2.5, MT stabilizer cytotoxicity % 8.2 and Autophagy HCS cell loss 18 h -16.0.
For CCOC(=O)C1CCCN(C(=O)CN2CCN(Cc3ccc(Cl)cc3)C2=O)C1 (stereo not drawn) the results were Yfh1-depleted yeast inactive, MT stabilizer 2.3, b-catenin transl -0.5, HEK293 NOD2/NF-kB 16.2%, Dynein transport -0.0669, Autophagy HCS inactive, Hep lipid drop 2.0, WT yeast gro inh 10.3, WT yeast gro inh mutant strain 6.8, Dynein transport cytoplasmic EGFP -0.191, Dynein transport nuclear GR-EGFP 0.365, Dynein transport cell count 0.25, Hep lipid drop cells 6.5 µM 818, b-catenin transl cell count 5 µM 1206, MT stabilizer Hoechst-high % 1.7, MT stabilizer cytotoxicity % 8.5 and Autophagy HCS cell loss 18 h -9.2.
CC1=NN(C(C#N)c2ccc([N+](=O)[O-])cc2)C(C)(C)C1 (stereo not drawn) was read as Yfh1-depleted yeast inactive, b-catenin transl -1.5, HEK293 NOD2/NF-kB 8.2%, Dynein transport 0.219, Insulin prom up -0.05, Hep lipid drop -14.0, Dynein transport cytoplasmic EGFP -0.224, Dynein transport nuclear GR-EGFP 0.0285, Dynein transport cell count 0.371, Insulin prom up cell count 957, Hep lipid drop cells 6.5 µM 750 and b-catenin transl cell count 5 µM 1293.
CCCc1nnc(SCC(=O)N2CCCC(C)C2)n1CC1CCCO1 (stereo not drawn) was read as Yfh1-depleted yeast inactive, MT stabilizer 3.1, b-catenin transl -1.2, HEK293 NOD2/NF-kB 19.3%, Dynein transport 1.03, Insulin prom up -0.5, Autophagy HCS inactive, WT yeast gro inh -1.4, WT yeast gro inh mutant strain 6.1, Dynein transport cytoplasmic EGFP 0.0288, Dynein transport nuclear GR-EGFP 1.02, Dynein transport cell count -1.71, Insulin prom up cell count 1455, b-catenin transl cell count 5 µM 1354, MT stabilizer Hoechst-high % 1.6, MT stabilizer cytotoxicity % 1.6 and Autophagy HCS cell loss 18 h -5.6.
